HTT aggregate: inhibitors of mutant huntingtin aggregate formation in PC12 cells; PC12 HttQ103-GFP aggregates, Acumen cytometry, 40 h; Potency, µM (titrated, usually from 46.1 µM), for the others: top-dose activity change, negative = inhibition, usual class: inhibitors; actives 1.1% (n = 220,000); AID 1688; note: % is set by controls: 0 for no effect and ±100 for the full control effect; nearly all actives have a fitted effect of over 60% in size
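Quantitative HTS on tebufenozide-induced (100 nM) PC12 cells stably expressing polyQ103 Huntingtin exon 1–GFP. Reduction of bright GFP aggregates, detected by laser scanning cytometry after lysis, identified actives across the titration.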
Tau fluor cs: counter-screen for tau fibril formation inhibitors; Potency, µM (top dose mostly 57.7 µM), inactives show at the top dose activity change, negative = decrease; tau K18 P301L Alexa594 fluorescence, heparin fibrillization; actives 0.93% (n = 280,000); note: % is set by controls: 0 for no effect and ±100 for the full control effect; nearly all actives have a fitted effect of over 55% in size
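Human K18 P301L tau (15 uM unlabeled plus 0.24 uM Alexa 594-labeled, final) in 100 mM sodium acetate pH 7 was mixed with compound and 20 uM heparin and incubated 6 hr at 37 C.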
SMN2 splice enh: increases expression of the SMN2 splice variant. HEK293 SMN2-luciferase splicing reporter, luminescence, 30-36 h. Potency, µM (doses to about 46.1 µM), for inactives: at the highest dose activity change, positive = activation, usual class: activators. actives 2.8% (n = 210,000). AID 1458; note: % of control where 0% means no effect; nearly all actives have a fitted effect of over 55% in size
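qHTS luciferase splicing reporter: luminescence rises when SMN2 exon 7 is included in transfected HEK293 cells. Compound exposure lasted 30-36 h at 37C, with 4.5 mM final sodium butyrate as control, followed by a ONE-Glo read.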
JMJD2E inh: blocks human JMJD2E demethylase activity; B2RXH2; JMJD2E catalytic domain, FDH-coupled NADH fluorescence (FDH is formaldehyde dehydrogenase); Potency, µM (top dose mostly 57.1 µM), inactives show at the highest dose activity change, negative = inhibition, hits mostly inhibitors; actives 1.6% (n = 230,000); active = well fitted inhibition curve with a large enough effect, not every such curve was filed as active; inconclusive = small, poorly fitted or top-dose-only effect, or another doubt; inactive = no such curve, though single readings can be large or run the other way;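 note: 0% = wells with enzyme and -100% = buffer wells without enzyme; nearly all actives have a fitted effect of over 50% in size; many of its hits are not listed in these tables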
Target sequence (B2RXH2 1-337 limits assumed): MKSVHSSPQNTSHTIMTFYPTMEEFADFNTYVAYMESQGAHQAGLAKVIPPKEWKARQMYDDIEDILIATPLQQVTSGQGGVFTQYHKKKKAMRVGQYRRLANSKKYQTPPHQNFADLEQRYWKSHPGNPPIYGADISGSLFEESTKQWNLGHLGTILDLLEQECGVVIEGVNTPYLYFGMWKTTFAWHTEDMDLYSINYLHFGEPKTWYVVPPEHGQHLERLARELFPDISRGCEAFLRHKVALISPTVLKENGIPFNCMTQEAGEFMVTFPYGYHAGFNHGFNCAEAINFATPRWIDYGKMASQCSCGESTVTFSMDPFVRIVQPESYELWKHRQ
Tau ThT inhib: inhibitors of human tau fibril formation, thioflavin T binding; P10636; recombinant tau K18 P301L (four-repeat tau fragment), heparin-induced fibrillization, ThT fluorescence; Potency, µM (doses to about 57.4 µM), for inactives: at the top dose activity, negative = inhibition, usual class: inhibitors; actives 2.1% (n = 270,000); note: % is set by controls: 0 for no effect and ±100 for the full control effect; nearly all actives have a fitted effect of over 55% in size
Target sequence (P10636 561-689 P618L limits assumed): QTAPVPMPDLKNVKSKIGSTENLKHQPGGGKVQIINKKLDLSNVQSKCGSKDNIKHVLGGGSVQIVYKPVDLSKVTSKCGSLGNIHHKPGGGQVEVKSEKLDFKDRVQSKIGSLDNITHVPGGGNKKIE
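Heparin-induced fibrillization of the P301L-mutant K18 repeat-domain fragment of human tau was followed by ThT binding in quantitative high-throughput format.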
Tau FP inhib: inhibitors of human tau fibril formation; P10636; K18 P301L tau heparin fibrillization, Alexa594 FP, 6 h; Potency, µM (top dose mostly 57.7 µM), inactives show at the top dose activity, negative = inhibition, hits mostly inhibitors; actives 0.39% (n = 280,000); AID 1468; note: % is set by controls: 0 for no effect and ±100 for the full control effect; nearly all actives have a fitted effect of over 55% in size
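Compound effects on tau fibrillization are measured by Alexa 594 fluorescence polarization (ex 555, em 632 nm). K18 P301L tau is used at 15 uM with 0.24 uM labeled tracer, and 20 uM heparin induces aggregation over 6 hr at 37 C.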
ALDH1A1 block: ALDH1A1 (human) enzyme inhibition; P00352; Purified ALDH1A1, NADH fluorescence, propionaldehyde substrate; Potency, µM (series often up to 75.3 µM), without a hit: at the highest dose activity, negative = inhibition, hits mostly inhibitors; actives 7.3% (n = 220,000); active = well fitted inhibition curve with a large enough effect, not every such curve was filed as active; inconclusive = small, poorly fitted or top-dose-only effect, or another doubt; inactive = no such curve, though single readings can be large or run the other way;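 note: plate controls were no enzyme wells and a reference inhibitor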
Target sequence (P00352 whole entry, looked up): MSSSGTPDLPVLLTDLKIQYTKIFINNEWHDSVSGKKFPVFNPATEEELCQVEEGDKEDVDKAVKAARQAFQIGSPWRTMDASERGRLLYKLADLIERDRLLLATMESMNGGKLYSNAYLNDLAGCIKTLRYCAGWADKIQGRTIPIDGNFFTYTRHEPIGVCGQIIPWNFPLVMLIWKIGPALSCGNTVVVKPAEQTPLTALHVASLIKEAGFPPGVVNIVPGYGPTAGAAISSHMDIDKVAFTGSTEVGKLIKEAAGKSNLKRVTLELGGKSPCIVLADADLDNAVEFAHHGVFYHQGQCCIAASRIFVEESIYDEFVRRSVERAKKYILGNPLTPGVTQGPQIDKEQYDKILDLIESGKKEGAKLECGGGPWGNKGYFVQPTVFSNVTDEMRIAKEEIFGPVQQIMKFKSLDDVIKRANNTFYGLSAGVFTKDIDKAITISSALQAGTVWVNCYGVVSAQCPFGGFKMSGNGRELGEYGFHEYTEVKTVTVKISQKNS
HTT cytoprotect: cytoprotection in Huntington HTT-Q103 PC12 cell model; PC12 HTT-Q103 induced, cytoprotection, ATP luminescence, 40 h; Potency, µM (series often up to 56.4 µM), for inactives: cytoprotection (ATP increase), hits mostly activators; actives 0.14% (n = 230,000); AID 1471;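 note: % of control where 0% means no effect; nearly all actives have a fitted effect of over 45% in size; toxic huntingtin expression switched on by the ecdysone agonist tebufenozide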
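Rat PC12, Q103 Htt exon1-GFP fusion, ecdysone promoter; tebufenozide inducer 100 nM final; compound titration; qHTS, 1500 cells/well; ATPlite luminescent read.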
Active calls of the source: *; u = inconclusive; x = not tested or not shown; [ ] = dose if it differs, or a comment. Unless noted, calls come from the whole dose curve; as a rule, active = well fitted curve in the direction sought with a large enough effect; inconclusive = small, poorly fitted or top-dose-only effect, or another doubt; inactive = no such curve, though single readings can be large; an effect the other way counts as inactive or inconclusive. Potency is the fitted concentration of half-maximal effect. A portion of the library (hit frequency here may not be typical).

SMILES	HTT aggregate	Tau fluor cs	SMN2 splice enh	JMJD2E inh	Tau ThT inhib	Tau FP inhib	ALDH1A1 block	HTT cytoprotect
CC(C)c1cccc(C(C)C)c1NC(=O)COC(=O)[C@H](C)NC(N)=O	9%	0%	17%	-4%	-3%	-3%	5%	-14%
Cc1cc(C)nc(Nc2n[nH]c(Cc3ccccc3)n2)n1	-6%	-1%	-7%	2%	-3%	-21%	11%	18%[10 µM]
Cc1ccc(C(=O)NCCc2cccs2)cc1	3%[9.22 µM]	11%	0.5µM*	-10%	5%	5%	0%	-52%[inhibitor][10 µM]
Cc1c(NC(=O)CSc2cccc3cccnc23)c(=O)n(-c2ccccc2)n1C	u	-5%	-6%	-14%	-4%	7%	u	-4%
N#CC1=C2SCN(Cc3ccccc3)CN2C(=O)CC1c1ccccc1F (stereo unspecified)	6%	-16%	2%	-8%	u	u	10µM*	-25%
Cn1nnnc1SCC(=O)Nc1ccc2c(c1)OCCO2	10%[9.22 µM]	-1%	11µM*	4%	-7%	2%	-5%	-30%
COc1ccc(C(=O)COC(=O)CNC(=O)c2ccc(OC)cc2)cc1	3%	-5%	11%	-4%	-20%	-3%	-7%	-14%
CCc1nc2sc3ccccc3c(=O)c2c(=O)n1Cc1ccc(OC)cc1	17%[9.22 µM]	-5%	x	2%	-14%	-8%	x	4%[10 µM]
CN(c1cc(=O)n2ccccc2n1)C1CCCCC1	-5%	-5%	5%	0%	-17%	2%	-1%	-32%
CCC1CCCCN1CC(=O)Nc1cc(C)c2c(=O)oc3ccccc3c2n1 (stereo unspecified)	x	3%	5%	x	-1%	7%	x	x
O=C(COC(=O)c1cccc(NS(=O)(=O)c2ccc(F)c(F)c2)c1)NC(=O)NC1CCCC1	5%	u	-4%	-3%	-2%	-6%	-12%	-3%[1.9 µM]
O=C1CC[C@@]23/C=C/C(=O)NCCCCNCCCNC(=O)/C=C/c4ccc(c2c4)OC3C1 (stereo partly specified)	x	-4%	-2%	-9%	-3%	-1%	4%	u
O=C(NCCCn1ccnc1)C(=O)NCC1OCCN1S(=O)(=O)c1ccc(Br)cc1 (stereo unspecified)	-25%	-9%	-31%[inhibitor]	7%	-3%	-14%	-4%	-13%
COc1ccc(-c2[nH]c(-c3ccc4c(c3)OCO4)nc2-c2ccccc2)cc1	u	14µM*[quencher]	-4%	u	u	9%	u	-88%[inhibitor]
O=C(Oc1cccc(NC(=O)c2ccccc2Cl)c1)c1ccc([N+](=O)[O-])cc1	11%	u	15%	6%	u	12%	u	2%
COC(=O)c1ccccc1NC(=O)C1CCCN(S(C)(=O)=O)C1 (stereo unspecified)	11%	-1%	-24%	u	-3%	-4%	u	-3%
CCc1ccc(OCC2c3cc(OC)c(OC)cc3CCN2C(=S)NCCOC)cc1 (stereo unspecified)	u	-21%	17%	6%	-7%	12%	-12%	-37%[10 µM]
Cc1ccc(C)c(NC(=O)CCC(=O)N/N=C2/CC(=O)CC(C)(C)C2)c1	-5%	-3%	1%	-8%	-4%	0%	-1%	u
CN(c1ccccc1)c1nc(N)c([N+](=O)[O-])c(NCc2ccccc2)n1	17%[9.22 µM]	-28%	x	-6%	-11%	-14%	x	4%[10 µM]
Cc1ccc(CCNC(=O)CSCc2nc(-c3ccc(C)cc3)oc2C)cc1	x	-1%	-3%	x	-16%	1%	x	x

Four records drawn at random from those above, as already listed:
SMILES	HTT aggregate	Tau fluor cs	SMN2 splice enh	JMJD2E inh	Tau ThT inhib	Tau FP inhib	ALDH1A1 block	HTT cytoprotect
O=C(NCCCn1ccnc1)C(=O)NCC1OCCN1S(=O)(=O)c1ccc(Br)cc1 (stereo unspecified)	-25%	-9%	-31%[inhibitor]	7%	-3%	-14%	-4%	-13%
Cc1ccc(CCNC(=O)CSCc2nc(-c3ccc(C)cc3)oc2C)cc1	x	-1%	-3%	x	-16%	1%	x	x
COC(=O)c1ccccc1NC(=O)C1CCCN(S(C)(=O)=O)C1 (stereo unspecified)	11%	-1%	-24%	u	-3%	-4%	u	-3%
O=C(Oc1cccc(NC(=O)c2ccccc2Cl)c1)c1ccc([N+](=O)[O-])cc1	11%	u	15%	6%	u	12%	u	2%

7 entries already listed, arranged by their value in SMN2 splice enh, low to high:
mol | HTT aggregate | SMN2 splice enh | JMJD2E inh | Tau ThT inhib | Tau FP inhib | ALDH1A1 block
COC(=O)c1ccccc1NC(=O)C1CCCN(S(C)(=O)=O)C1 (stereo unspecified) | 11% | -24% | u | -3% | -4% | u
COc1ccc(-c2[nH]c(-c3ccc4c(c3)OCO4)nc2-c2ccccc2)cc1 | u | -4% | u | u | 9% | u
Cc1ccc(CCNC(=O)CSCc2nc(-c3ccc(C)cc3)oc2C)cc1 | x | -3% | x | -16% | 1% | x
O=C1CC[C@@]23/C=C/C(=O)NCCCCNCCCNC(=O)/C=C/c4ccc(c2c4)OC3C1 (stereo partly specified) | x | -2% | -9% | -3% | -1% | 4%
Cc1ccc(C)c(NC(=O)CCC(=O)N/N=C2/CC(=O)CC(C)(C)C2)c1 | -5% | 1% | -8% | -4% | 0% | -1%
O=C(Oc1cccc(NC(=O)c2ccccc2Cl)c1)c1ccc([N+](=O)[O-])cc1 | 11% | 15% | 6% | u | 12% | u
CCc1ccc(OCC2c3cc(OC)c(OC)cc3CCN2C(=S)NCCOC)cc1 (stereo unspecified) | u | 17% | 6% | -7% | 12% | -12%

Other results follow:
SMILES	HTT aggregate	Tau fluor cs	SMN2 splice enh	JMJD2E inh	Tau ThT inhib	Tau FP inhib	ALDH1A1 block	HTT cytoprotect
COc1ccccc1N1CCN(S(=O)(=O)c2c(C)sc3ncn(CC(=O)Nc4cccc(Cl)c4)c(=O)c23)CC1	x	u	-1%	x	2%	u	x	x
COc1ccc(N)cc1C#N	5%	-8%	-2%	u	-5%	-3%	u	-6%
N#Cc1c(-c2ccccc2)nc(-c2ccccc2)[nH]c1=O	11%	0%	-7%	3%	8%	1%	u	-15%
O=C(c1ccco1)N1CCN(C(c2ccccc2F)c2nnnn2Cc2cccs2)CC1 (stereo unspecified)	-2%	3%	6%	-2%	-3%	-1%	18µM*	23%[10 µM]
CNC1C(OC2C(O[C@@H]3C(O)C(O)[C@@H](N=C(N)N)C(O)C3N=C(N)N)OC(C)[C@@]2(O)CO)OC(CO)C(O)C1O (stereo partly specified)	16%	-7%	4%	-5%	-4%	0%	1%	u
O=C(Nc1ccccn1)c1c(O)c2cccc3c2n(c1=O)CCC3	-11%	-8%	5%	u	u	-7%	9%	-18%[10 µM]
CC(NC(=O)CCSc1nc(-c2ccc3c(c2)OCO3)cc(C(F)(F)F)n1)c1ccccc1 (stereo unspecified)	-33%	-20%	-24%	u	-6%	-5%	u	-38%[inhibitor]
Cc1nn2c(NCCN(C)C)c3c(nc2c1-c1ccccc1)CCCC3	-4%[9.22 µM]	u	x	-4%	-13%	10%	x	14%[10 µM]
COc1ccc(C(=O)COc2ccccc2N2C(=O)C3C4C=CC(C4)C3C2=O)cc1 (stereo unspecified)	8%	-9%	19%	-3%	-5%	-1%	7%	-8%[10 µM]
Cc1cc(C)n(S(=O)(=O)c2ccc(C(C)(C)C)cc2)n1	u	-4%	-44%[inhibitor]	4%	-6%	4%	13µM*	-16%[0.074 µM]
CCN(CC)c1cc(C)nc2nc(-c3ccc(C)cc3)nn12	x	3%	-2%	x	-9%	-2%	x	x
CC(NC(=O)c1cc2cc([N+](=O)[O-])ccc2oc1=O)C1CCCO1 (stereo unspecified)	4%	5%	-2%	9%	-7%	-1%	u	7%[10 µM]
Cc1cc([N+](=O)[O-])ccc1NC(=S)NC(=O)Cc1ccccc1	21%	u	-68%[inhibitor]	-13%	u	-1%	u	-6%
COc1cccc2cc(C(=O)NC(C)C3CCCO3)c(=O)oc12 (stereo unspecified)	-4%	-11%	u	u	-23%	0%	u	28%[10 µM]
O=C1CCCN1CCCNC(=S)Nc1cccc2ccccc12	29%	-12%	5%	-17%	-10%	-4%	-4%	-28%
CCCc1cc(=O)[nH]c(SCc2ccc(Cl)cc2)n1	-14%	-5%	2%	13%	-7%	3%	1%	16%
COC(=O)Cc1c(O)ccn(CCc2ccccc2)c1=O	25%[9.22 µM]	2%	-6%	0%	-1%	-2%	3%	-26%[1.9 µM]
CC(C)(C)n1nnnc1C(c1ccc(F)cc1)N(Cc1ccc(F)cc1)Cc1ccco1 (stereo unspecified)	u	-15%	-46%[inhibitor]	-5%	-15%	1%	8%	3%[10 µM]
CCCCOc1ccc(CN(C)c2ncnc(N)n2)cc1	-6%	-6%	-30%[inhibitor]	4%	-9%	-1%	15%	1%[10 µM]
COc1ccc(C(=O)NC(=S)N2CC(C)OC(C)C2)cc1OC (stereo unspecified)	15%	-5%	-2%	-12%	-6%	1%	-14%	-26%

No new results follow: an excerpt of the list.
SMILES	HTT aggregate	Tau fluor cs	SMN2 splice enh	JMJD2E inh	Tau ThT inhib	Tau FP inhib	ALDH1A1 block	HTT cytoprotect
CCc1nc2sc3ccccc3c(=O)c2c(=O)n1Cc1ccc(OC)cc1	17%[9.22 µM]	-5%	x	2%	-14%	-8%	x	4%[10 µM]
CN(c1cc(=O)n2ccccc2n1)C1CCCCC1	-5%	-5%	5%	0%	-17%	2%	-1%	-32%

Next structures
SMILES	HTT aggregate	Tau fluor cs	SMN2 splice enh	JMJD2E inh	Tau ThT inhib	Tau FP inhib	ALDH1A1 block	HTT cytoprotect
COc1ccc(S(=O)(=O)N(C)C)cc1NC(=O)COC(=O)c1nn(C)c(=O)c2ccccc12	3%	-5%	5%	-1%	-2%	-5%	-12%	-27%
COC(OC)c1nc(SCC(=O)Nc2cccc(Cl)c2)ncc1C(=O)O	2%[9.22 µM]	-18%	x	-16%	u	-14%	28µM*	12%[10 µM]
CCOC(=O)C1=C(C)Nc2ncnn2C1c1ccccc1F (stereo unspecified)	1%	-7%	-24%	-1%	-12%	-8%	u	-3%[10 µM]
CCOC(=O)c1ccc(NC(=O)C2CC(=O)Nc3nc4ccccc4n32)cc1 (stereo unspecified)	u	6%	8%	-1%	3%	-9%	12%	-24%
Nc1nc(C2CCCN2S(=O)(=O)c2ccc(Cl)cc2)cs1 (stereo unspecified)	-17%	-8%	11%	12%	-6%	0%	6%	-4%
O=C(c1ccc2c3c(cccc13)CC2)C1CCCN(Cc2ccncc2)C1 (stereo unspecified)	16%[9.22 µM]	-17%	x	u	u	-1%	u	33%[10 µM]
CCc1ccc(C(=O)N2CCC(c3nc(-c4ccc(S(=O)(=O)N5CCCC5)cc4)no3)CC2)cc1	x	-8%	-9%	x	-15%	7%	x	x
